# SIAE primary – human SIAE inhibitors, primary screen, biochemical, fluorescence polarization, FP-Rh probe, 1536-well HTS | Sialate O-acetylesterase (Homo sapiens), Q9HAT2 | SIAE FP-Rh probe binding | inhibition, % at 9.66 µM | 370,000 tested, 0.69% active | AID 1053197, 2014;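 active means inhibition above a cutoff: mean of compounds within the control limits plus 3 SD of those, cut at about 17% in these data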;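 further: 0% = plate median of compound wells and 100% = probe without SIAE protein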
# NPR2 activator – human GC-B receptor activators, primary screen, HEK293 GC-B cells, cGMP TR-FRET, EC30 CNP | Atrial natriuretic peptide receptor 2 (Homo sapiens), P20594 | 0% at EC30 CNP, 100% saturating CNP | activation, % at 10 µM | 370,000 tested, 0.11% active;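 active means activation at 10 µM reaching about 35% in either raw or pattern-adjusted values, limit read from the data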
# rCAG RNA binder – binders of r(CAG) RNA repeats, primary screen, biochemical, fluorescence; r(CAG) RNA repeat, TO-PRO-1 dye displacement fluorescence; inhibition, % at 3 µM; 370,000 tested, 1.3% active; AID 651821, 2012;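 active means inhibition above the plate cutoff, the mean of all test compounds on that plate plus 3 SD, cut at about 35% in these data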;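 further: 0% = DMSO alone and 100% = 100 µM mitoxantrone as full dye displacement; higher means more dye released from RNA so lower well fluorescence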
# LEDGF integ inh – blockers of LEDGF/p75-dependent integrase strand transfer – biochemical, TR-FRET, high throughput, primary screen; HIV-1 integrase (with human LEDGF/p75); TR-FRET IN-LEDGF/p75 DNA integration, Eu/Cy5; inhibition, % at 3.7 µM; 370,000 tested, 0.64% active;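 active means inhibition above the screen-wide mean plus 3 SD, cut at about 13% in these data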;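 further: signal is the Cy5 over europium emission ratio at 671 and 618 nm; 0% = plate median of compound wells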
# PRMT1 inh – PRMT1 methyltransferase inhibitors, primary screen, biochemical, fluorescence polarization; inhibition, % at 2.79 µM; recombinant PRMT1, activity-based probe fluorescence polarization; 370,000 tested, 1.3% active;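 active means inhibition above about 21% made by adding two undisclosed values, limit read from the data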
# Target sequence (Q99873 whole entry, looked up): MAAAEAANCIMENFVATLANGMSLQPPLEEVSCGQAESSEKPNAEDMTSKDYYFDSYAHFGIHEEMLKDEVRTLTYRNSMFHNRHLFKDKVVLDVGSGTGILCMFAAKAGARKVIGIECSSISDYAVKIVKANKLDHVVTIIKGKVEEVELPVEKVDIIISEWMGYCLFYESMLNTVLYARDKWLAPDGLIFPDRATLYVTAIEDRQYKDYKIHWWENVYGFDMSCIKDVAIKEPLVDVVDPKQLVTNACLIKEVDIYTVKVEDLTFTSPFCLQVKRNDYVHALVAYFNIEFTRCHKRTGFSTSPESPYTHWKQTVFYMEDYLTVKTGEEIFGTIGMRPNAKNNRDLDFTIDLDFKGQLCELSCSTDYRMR
# MBD2 DNA inh – inhibitors of MBD2 binding to methylated DNA, primary screen, biochemical, TR-FRET, DNA-binding domain, human | 370,000 tested, 0.31% active | Methyl-CpG-binding domain protein 2 (Homo sapiens), Q9UBB5 | MBD2 binding to methylated oligonucleotide | inhibition, % at 4.4 µM; in the data active means inhibition above about 13%
# HTRA1 inh – HTRA1 serine protease inhibitors, primary screen, biochemical, fluorescence polarization, HTS | inhibition, % at 5.96 µM | 340,000 tested, 0.5% active | Q92743 | recombinant HTRA1, FP-rhodamine activity-based probe; in the data active means inhibition above about 36%;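 further: 0% = enzyme with DMSO and 100% = wells lacking enzyme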
# ABHD4 inh – ABHD4 inhibitors, primary screen, biochemical, fluorescence polarization, mouse; 370,000 tested, 0.54% active; inhibition, % at 8.92 µM; AID 720543, 2013; (Lyso)-N-acylphosphatidylethanolamine lipase (Mus musculus), Q8VD66; purified mABHD4, FP-Rh probe fluorescence polarization;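 active means inhibition exceeding the mean over every tested compound plus 3 SD, cut at about 30% in these data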;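 further: 0% = plate median of compound wells and 100% = S159A mutant with DMSO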
#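 Material: mouse ABHD4 enzyme, wild type; Benchmarks: S159A mutant high control, sample median low control; Buffer or medium: HEPES pH 7.0, NaCl, Pluronic buffer; Signal: fluorescence polarization; Read-out: percent inhibition of probe binding, normalized to plate controls; Timing: pre-incubation 45 min, probe exposure 60 min, at 25 °C; Dosing: 8.92 µM, single dose.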
# TDP2 absorb – human TDP2 enzyme inhibitors, primary screen, biochemical, epi absorbance, recombinant enzyme | Tyrosyl-DNA phosphodiesterase 2 (Homo sapiens), O95551 | T5PNP hydrolysis, p-nitrophenol absorbance 415 nm | inhibition, % at 12.8 µM | 370,000 tested, 0.34% active;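 active means inhibition above the mean of all tested compounds plus 3 SD, set per campaign, cut at about 25% in these data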;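 further: 0% = DMSO with enzyme and 100% = buffer with substrate but no TDP2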
# Target sequence (O95551 whole entry, looked up): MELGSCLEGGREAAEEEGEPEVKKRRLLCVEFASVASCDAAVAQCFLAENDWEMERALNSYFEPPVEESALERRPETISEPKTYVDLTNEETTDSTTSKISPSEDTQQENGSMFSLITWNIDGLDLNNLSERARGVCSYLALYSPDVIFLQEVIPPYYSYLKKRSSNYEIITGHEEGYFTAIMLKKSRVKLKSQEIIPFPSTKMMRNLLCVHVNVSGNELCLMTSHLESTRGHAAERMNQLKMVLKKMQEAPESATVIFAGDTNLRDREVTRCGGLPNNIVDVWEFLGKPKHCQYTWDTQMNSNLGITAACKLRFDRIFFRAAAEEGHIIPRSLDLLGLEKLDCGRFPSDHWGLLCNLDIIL
#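 Material: recombinant human TDP2; quantity: TDP2 enzyme at 120 nM final; medium: Tris-HCl pH 7.5 with MgCl2; compound: single concentration, 12.8 µM nominal, with 1% DMSO; incubation: 2 h enzyme incubation at 37 °C; signal: epi absorbance; measure: percent inhibition; benchmarks: high control without enzyme, low control DMSO plus TDP2; repeats: singlicate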
# TCR CD3 inh – inhibitors of human TCR-CD3 interaction, primary screen, biochemical, fluorescence, TAMRA-labeled TCR probe. T-cell receptor (TCR). inhibition, % at 9.4 µM. 360,000 tested, 0.37% active. AID 651800, 2012; in the data active means inhibition above about 19%;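 further: recombinant mutant TCR 2C K166C tagged with TAMRA read by polarization; 0% = receptor in buffer alone and 100% = receptor with positive control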
# Starred values were filed as active, the others as inactive; nt = not tested or not shown. Not all compounds are listed; the hit share may differ from the screen's.
# The first 13 records, to show the layout:
SMILES,SIAE primary,NPR2 activator,rCAG RNA binder,LEDGF integ inh,PRMT1 inh,MBD2 DNA inh,HTRA1 inh,ABHD4 inh,TDP2 absorb,TCR CD3 inh
COc1cccc(NC(=O)CN(C)C(=O)c2c(C)nn(CC(C)C)c2Cl)c1,8,1,-4,-5,1,-4,-1,5,-8,4
CCOc1ccccc1N1CCN(C(=O)CN2C(=O)NC3(CCCC3)C2=O)CC1,1,3,-8,5,-4,-3,5,-4,1,-3
Cc1cc(C)c(OCCOCCN2CCCC2)c(C)c1,13,4,-1,-4,0,-1,3,2,3,3
CC1CCCCC12NC(=O)N(CC(=O)Nc1ccc3[nH]c(=O)[nH]c3c1)C2=O (stereo unspecified),-3,-3,6,2,-4,2,5,-6,-16,-2
O=S(=O)(NCC1CCCO1)c1ccc2c(c1)OCCO2 (stereo unspecified),-4,7,0,-3,-1,0,0,6,2,11
Nc1ncnc2c(C3OC(CO)C(O)C3O)scc12 (stereo unspecified),-5,3,2,2,-3,-7,5,0,-3,4
CCOc1c(Cl)cc(CNCC(O)c2ccccc2)cc1OC (stereo unspecified),7,-10,-5,1,0,-4,3,2,-7,-1
O=C(Nc1nnc(-c2ccc(Cl)cc2)o1)Nc1ccccc1F,4,-2,2,10,-4,0,3,-7,-7,5
Cc1ccc(NC(=O)CSc2nnc(CNC(=O)c3cccs3)o2)c(C)c1,-6,1,-2,0,4,0,-5,-1,4,-3
Cc1cc(OC(=O)c2ccc(C(C)(C)C)cc2)c([N+](=O)[O-])c(=O)[nH]1,-5,-2,2,2,-2,3,-2,3,-3,8
Cc1ccc(S(=O)(=O)NC(CC(C)C)C(=O)N2CCCCCCC2)cc1 (stereo unspecified),-2,-4,-9,0,0,0,-7,0,-7,3
COc1ccc(OC)c(/C=C/C(=O)NCCc2nc3ccccc3[nH]2)c1,0,-4,-4,-1,-2,-2,-4,-2,4,-4
CN(C)CCNC(=O)COc1cccc2c1OC(C)(C)C2,-2,3,-1,-2,3,1,15,1,7,-8

# All compounds of this part, repeating the preview:
SMILES,SIAE primary,NPR2 activator,rCAG RNA binder,LEDGF integ inh,PRMT1 inh,MBD2 DNA inh,HTRA1 inh,ABHD4 inh,TDP2 absorb,TCR CD3 inh
COc1cccc(NC(=O)CN(C)C(=O)c2c(C)nn(CC(C)C)c2Cl)c1,8,1,-4,-5,1,-4,-1,5,-8,4
CCOc1ccccc1N1CCN(C(=O)CN2C(=O)NC3(CCCC3)C2=O)CC1,1,3,-8,5,-4,-3,5,-4,1,-3
Cc1cc(C)c(OCCOCCN2CCCC2)c(C)c1,13,4,-1,-4,0,-1,3,2,3,3
CC1CCCCC12NC(=O)N(CC(=O)Nc1ccc3[nH]c(=O)[nH]c3c1)C2=O (stereo unspecified),-3,-3,6,2,-4,2,5,-6,-16,-2
O=S(=O)(NCC1CCCO1)c1ccc2c(c1)OCCO2 (stereo unspecified),-4,7,0,-3,-1,0,0,6,2,11
Nc1ncnc2c(C3OC(CO)C(O)C3O)scc12 (stereo unspecified),-5,3,2,2,-3,-7,5,0,-3,4
CCOc1c(Cl)cc(CNCC(O)c2ccccc2)cc1OC (stereo unspecified),7,-10,-5,1,0,-4,3,2,-7,-1
O=C(Nc1nnc(-c2ccc(Cl)cc2)o1)Nc1ccccc1F,4,-2,2,10,-4,0,3,-7,-7,5
Cc1ccc(NC(=O)CSc2nnc(CNC(=O)c3cccs3)o2)c(C)c1,-6,1,-2,0,4,0,-5,-1,4,-3
Cc1cc(OC(=O)c2ccc(C(C)(C)C)cc2)c([N+](=O)[O-])c(=O)[nH]1,-5,-2,2,2,-2,3,-2,3,-3,8
Cc1ccc(S(=O)(=O)NC(CC(C)C)C(=O)N2CCCCCCC2)cc1 (stereo unspecified),-2,-4,-9,0,0,0,-7,0,-7,3
COc1ccc(OC)c(/C=C/C(=O)NCCc2nc3ccccc3[nH]2)c1,0,-4,-4,-1,-2,-2,-4,-2,4,-4
CN(C)CCNC(=O)COc1cccc2c1OC(C)(C)C2,-2,3,-1,-2,3,1,15,1,7,-8
c1ccc(C2=NNC(c3ccccn3)=NN2)nc1,-2,-6,-2,1,1,1,1,2,-2,3
O=C(C1CCCN1S(=O)(=O)c1ccc(Cl)cc1)N1CCOCC1 (stereo unspecified),-6,0,-1,-1,-3,-3,4,4,0,-2
COc1ccc(CCC(C)N(C)Cc2ccccc2)cc1 (stereo unspecified),-2,-7,3,-2,3,-2,3,3,8,1
COc1cccc(Nc2nc(C(N)Cc3ccc(C(F)(F)F)cc3)cs2)n1 (stereo unspecified),1,0,15,11,0,0,nt,17,-5,-9
Clc1ccc(OCc2nn3c(C4CCCCC4)nnc3s2)c(Cl)c1,3,0,9,-2,4,-5,-4,2,0,-2
COc1cc(-c2nnc(-c3cc(-c4ccccc4)nc4ccccc34)o2)cc(OC)c1OC,-8,5,1,5,-5,-6,1,-4,-21,-5
CN(C1CCCCC1)S(=O)(=O)c1ccc(NC(=S)NC(=O)c2cccs2)cc1,-43,-5,17,7,1,2,-72,-40,-1,5
Cc1ccc(S(=O)(=O)N2CCC(=O)N(CCOCc3cccc(F)c3)CC2)cc1,2,-1,-9,-1,1,1,-3,1,5,4
CCCCCc1nnc(NC(=O)c2ccc(N3CCCC3=O)cc2)s1,4,0,-1,3,0,-4,-6,0,8,8
COc1ccccc1OCC(=O)Nc1ccc(Cl)cc1,-3,-2,3,2,1,-3,-10,-4,9,0
O=C(O)[C@@H]1Cc2ccccc2N1,6,-4,16,-7,8,2,16,6,-1,-11
O=C(NNc1ccc([N+](=O)[O-])cc1)c1ccccc1F,-2,1,2,-1,0,4,7,0,-5,4
COc1ccc(S(=O)(=O)NCCOc2ccccc2)cc1C,-3,-1,-4,1,-4,2,-2,-7,11,5
CN(C)S(=O)(=O)c1cccc(NC(=O)COc2ccc(C(=O)c3ccccc3)cc2)c1,-25,0,0,0,-1,2,-31,-21,1,2
O=C(O)COCC(=O)Nc1ccc2c(c1)CCC2,-3,3,4,9,-3,-6,10,-3,-18,-6
CC(=O)c1c(C)[nH]c(C(=O)OCC(=O)N(C)c2c(N)n(Cc3ccccc3)c(=O)[nH]c2=O)c1C,-8,0,1,5,0,4,2,-4,-22,4
CCCn1nc(C(=O)NNC(=O)c2ccc(OC(F)F)cc2)c2ccccc2c1=O,1,0,8,-8,6,-1,3,-10,-11,0
CCCC(=O)Nc1ccc(C(=O)NNC(=O)COc2ccc(Br)c(C)c2)cc1,-22,-6,-1,1,1,7,-9,-9,-1,-4
CC(=O)C1=C(O)CCCC1=NCc1nc2ccccc2[nH]1,-2,1,-1,4,2,7,3,-11,1,-5
Cc1csc(N/N=C/c2ccc(O)c([N+](=O)[O-])c2)n1,17*,-1,28,0,48*,-9,20,50*,9,13
CC1(c2nnc(-c3ccncc3)o2)CC(c2ccc(Cl)cc2)=NO1 (stereo unspecified),1,3,-4,2,-1,-1,-2,3,-2,4
CCOc1ccc(OCC)c(NC(=O)C2CCCN(S(=O)(=O)c3cccs3)C2)c1 (stereo unspecified),-1,3,-1,5,-3,5,-20,-14,-14,-7
CCCCn1c(N)c(N(CC)C(=O)/C=C/c2ccco2)c(=O)[nH]c1=O,-2,1,-1,-3,-1,1,-4,2,6,-8
Cc1c(C)n(-c2ccccc2)c2ncnc(NCCCN(C)C)c12,6,-5,-1,-5,-1,1,3,3,0,-1
CCOC(=O)c1cc(C)sc1NC(=O)C1CCC1,0,-4,-1,-3,-2,-4,-1,-1,-7,7
N#CCC(=O)Nc1ccc(C(=O)OCC(=O)NC2CCCc3ccccc32)cc1 (stereo unspecified),-39,-1,20,8,-1,-7,-44,-41,-10,20*
Cc1cccc(C(=O)Nc2cccc(OCC(=O)O)c2)c1,7,-1,2,-1,1,-5,-4,1,9,8
O=C(CCCSc1nnnn1-c1cccc2ccccc12)c1ccc(F)cc1,-9,0,-4,-2,-2,3,-28,-23,-1,4
COc1ccc(C2NC(=O)c3ccccc3N2)c(OC)c1OC (stereo unspecified),-1,1,-1,-3,12,7,3,-8,-3,-2
O=C(COc1ccc(Cl)cc1Br)N1CCN(c2ccccc2)CC1,0,-15,-1,-5,-1,-4,-10,-5,2,-1
COc1ccc(N(CC(=O)NC2CCCC2)C(=O)Cn2nnc(-c3ccc(C)o3)n2)cc1,18*,-1,3,1,16,8,-9,3,-9,1
N=C1c2ccccc2CN1NC(=O)COc1ccc(Cl)cc1,-4,0,-2,-6,-2,1,2,1,-7,7
COC(=O)c1cc(COC(=O)c2nc3nc(C)cc(C)n3n2)oc1C,0,-5,-2,10,-4,-4,8,-10,-5,-9
Cc1ccc(NS(=O)(=O)c2ccc(-c3cnc(C4CC4)o3)cc2)cc1,-12,7,5,-2,4,-4,-31,-7,-17,-4
CCOc1ccc(C(=O)NCC(=O)OCC(=O)N2C(C)CCCC2C)cc1 (stereo unspecified),2,-2,-10,2,-2,6,-4,0,3,-4
COc1ccc(C=Nc2ccc3[nH]ncc3c2)c(O)c1,1,-5,-4,4,1,4,-3,5,-1,2
COc1cccc(C(=O)NCC2(c3ccccc3)CCCC2)c1OC,-1,-3,-6,-2,-2,-5,-6,1,8,-4
COCCn1c(=O)[nH]c(=O)c2c1nc(-c1cc(Br)c3c(c1)OCO3)n2Cc1ccccc1,1,-2,-2,3,-6,-1,-10,-1,-7,8
Cc1ccnn1Cc1cc(C(=O)O)c2ccccc2n1,4,2,-1,-2,-1,-1,-7,0,1,-4
